Compound activity (PubChem)
EP2 antag = EP2 receptor (human) inhibition; P43116; C6 glioma cells expressing human EP2, cAMP TR-FRET; cells stimulated with saturating PGE2; inhibition, % at 25 µM; 0.52% of 260,000 active;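 active means percent inhibition above 40 after rounding to a whole number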;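 further: rat C6 glioma host cells with rolipram phosphodiesterase inhibitor present; the protocol text gives 20 µM as final concentration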
S1P4 agonist = human S1P4 receptor agonism; AID 1509; activation, % at 4.98 µM; 0.35% of 220,000 active; S1P4-expressing cell line, agonist reporter assay; in the data active means activation above about 11%;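 further: 0% = DMSO vehicle and 100% = reference agonist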
Target sequence (O95977 whole entry, looked up): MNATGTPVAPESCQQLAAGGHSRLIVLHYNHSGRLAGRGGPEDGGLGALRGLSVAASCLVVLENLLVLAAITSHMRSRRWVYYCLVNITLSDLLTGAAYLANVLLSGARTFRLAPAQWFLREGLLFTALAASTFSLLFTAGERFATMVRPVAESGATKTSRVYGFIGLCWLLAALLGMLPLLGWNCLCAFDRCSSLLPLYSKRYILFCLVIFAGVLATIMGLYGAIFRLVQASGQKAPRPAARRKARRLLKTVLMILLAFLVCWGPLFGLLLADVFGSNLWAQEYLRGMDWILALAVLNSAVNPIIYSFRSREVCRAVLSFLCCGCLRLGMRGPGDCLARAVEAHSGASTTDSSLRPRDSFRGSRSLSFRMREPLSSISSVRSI
EP2 mod = EP2 receptor (human) modulation | EP2-expressing cells, cAMP HTRF FRET, PGE2 co-stimulation | 0.83% of 260,000 active | AID 940 | induction, % at 25 µM;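 active means compounds whose cAMP rise, as percent of the full-agonist control response, exceeds 60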;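 further: rat C6 glioma line stably carrying human EP2 under a CMV promoter; the protocol text gives 20 µM as final concentration; 100% = response of wells given 1 µM PGE2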
eIF4E 4G PPI = blocks eIF4E binding to eIF4G. TR-FRET eIF4E-eIF4GI(517-606) binding, 2 h. inhibition, % at 21.7 µM. 0.37% of 220,000 active. AID 782;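 active means inhibition above about 30%, limit read from the data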;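 further: 0% = full FRET control wells and 100% = background wells lacking eIF4GI fragment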
p97 ATPase inh = human p97 ATPase inhibition; P55072; recombinant p97 ATPase, Kinase-Glo ATP luminescence, 3 h; inhibition, % at 8 µM; 0.42% of 220,000 active; in the data active means inhibition above about 15%;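 further: 0% = DMSO vehicle and 100% = wells lacking enzyme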
S1P4 antag = human S1P4 receptor antagonism | S1P4-expressing cells, antagonist mode, reporter read-out | inhibition, % at 4.98 µM | 0.26% of 220,000 active; in the data active means inhibition above about 29%;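 further: 0% = wells stimulated with agonist and 100% = vehicle wells without agonist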
NPY2 pot ag = potentiators or agonists of human neuropeptide Y receptor Y2. P49146. cells expressing NPY-Y2, potentiator/agonist read-out. activation, % at 3.6 µM. 0.45% of 220,000 active; in the data active means activation above about 27%;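 further: cells stimulated with NPY near EC25 plus isoproterenol at EC100; 0% = vehicle plus submaximal agonist and 100% = vehicle plus saturating agonist; some results beyond the cut were filed as inactive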
Target sequence (P49146 whole entry, looked up): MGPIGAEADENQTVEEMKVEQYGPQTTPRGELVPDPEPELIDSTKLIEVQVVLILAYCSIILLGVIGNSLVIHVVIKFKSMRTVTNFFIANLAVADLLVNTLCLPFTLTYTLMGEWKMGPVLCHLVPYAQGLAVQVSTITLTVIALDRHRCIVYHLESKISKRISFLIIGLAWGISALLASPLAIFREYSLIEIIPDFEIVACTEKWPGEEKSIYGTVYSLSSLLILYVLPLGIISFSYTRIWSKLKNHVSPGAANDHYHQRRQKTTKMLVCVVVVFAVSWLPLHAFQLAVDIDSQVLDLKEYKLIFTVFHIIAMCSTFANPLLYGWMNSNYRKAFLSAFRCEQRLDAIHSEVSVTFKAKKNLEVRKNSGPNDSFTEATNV
NPY1 pot ag = human NPY-Y1 potentiation or agonism, primary screen; activation, % at 3.6 µM; 0.37% of 220,000 active; AID 1304; P25929; NPY-Y1 expressing cells, potentiator/agonist activation; in the data active means activation above about 33%, passing the limit was not always enough;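 further: cells stimulated with NPY at EC10 then isoproterenol at EC100; 0% = low agonist plus stimulus and 100% = saturating agonist plus stimulus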
NPY-Y1 antag = NPY-Y1 (human) receptor antagonism. P25929. HEK293-CNG Y1 cells, membrane potential fluorescence; NPY at EC95, then isoproterenol. inhibition, % at 3.6 µM. 1% of 200,000 active. AID 1040;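 active means inhibition above the campaign mean inhibition of all tested compounds plus 3 SD, cut at about 20% in these data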;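 further: 0% = DMSO wells given NPY plus isoproterenol and 100% = isoproterenol alone without NPY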
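Test system: HEK293 cells co-expressing NPY Y1 receptor and cyclic-nucleotide gated channel; Also added: NPY (25 nM), isoproterenol (1 µM), Ro 20-1724 (25 µM); Compound dosing: one concentration, 3.6 µM, in 0.4% DMSO; Timing: dye 3 h, compound 60 min room temperature, stimulation 45 min; Technique: Membrane-potential fluorescent dye readout.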
* hit, by the source's call; x = no result given; & = joins results of further samples; [ ] = remark or other dose. These rows are one share of the data; rates above refer to the full screens.

SMILES | EP2 antag | S1P4 agonist | EP2 mod | eIF4E 4G PPI | p97 ATPase inh | S1P4 antag | NPY2 pot ag | NPY1 pot ag | NPY-Y1 antag
COC(=O)c1ccc(S(=O)(=O)N2CCCN(Cc3ccc(F)cc3)CC2)n1C | 5 | -0.3 | -52 | -5 | -2 | -8 | 15 | -1 | x
O=C(CSc1ncnc2ccccc12)NCc1ccc2c(c1)OCO2 | 13 | -2.0 | -7 | 0 | -3 | -3 | -14 | -11 | -2
COc1ccccc1C(=O)Nc1ccccc1C(=O)N1C(C)CCCC1C (stereo not given) | 5 | -2.4 | 11 | 2 | -1 | 14 | -3 | -6 | 3
CC(C)C(=O)Nc1ccc(NC(=O)c2ccccc2Cl)nc1 | 13 | 2.0 | -22 | -3 | 3 | -9 | 6 | 0 | 3
COc1ccccc1OCCCCN1CCN(C(c2ccccc2)c2ccccc2)CC1 | 6 | 1.1 | 21 | -3[fluorescence artefact?] | -10 | -25 | -28 | -34 | 5
COc1ccc(C)cc1NC(=O)CN1CCN(CC(=O)Nc2ccccc2F)CC1 | x | 0.7 | -19 | 5[fluorescence artefact?] | 1 | -8 | -1 | 26 | 0
Cc1nn(Cc2ccc(Cl)cc2)c(C)c1NC(=O)c1c(-c2ccccc2)noc1C | 10 | -1.4 | 13 | 3 | 0 | 3 | 6 | 10 | 0
Cc1cccc(NS(=O)(=O)c2ccc3c(c2)NC(=O)CC(=O)N3)c1 | 6 | 1.8 | 5 | 1 | 2 | -14 | -3 | 3 | 3
Cc1ccc(-c2nc3sc4c(c3c(=O)n2N)CCCC4)cc1 | 2 | -1.5 | 10 | 3 | 10 | -3 | 3 | -28 | 2
Cc1ccc(CNC(=O)Cn2cccc2C(=O)c2ccccc2)cc1 | 3 | -0.9 | 5 | 4 | -8 | 8 | -7 | -2 | 3
CSc1nc2cc(S(=O)(=O)N3CCCCC3)ccc2s1 | 5&17 | -1.1 | -8&13 | 2 | -1 | 11 | 12 | 2 | x
COc1ccc(NC(=O)CC2SC(=Nc3ccccc3)NC2=O)c(OC)c1 (stereo not given) | 12 | 0.7 | -22 | -6 | 2 | -6 | -6 | -5 | 2
Nc1nc(NC(=O)Cc2ccccc2)nn1-c1ccccc1 | x | -3.2 | 16 | 6 | 3 | -16 | -2 | 4 | -2
CCOc1ccc(OCC)c(NC(=O)CSCCc2ccccn2)c1 | 2 | -0.4 | 15 | -2 | -2 | -1 | -33 | 11 | 3
N#CCCN(Cc1cccnc1)C(=O)Nc1cccc(Cl)c1 | 13 | -0.5 | 12 | 6[fluorescence artefact?] | 3 | -10 | 14 | 9 | 3
O=C(NCCCN1CCOCC1)c1cc(C(=O)C2CC2)c[nH]1 | 2 | 2.9 | -3 | 4 | 1 | -4 | -5 | 0 | 2
COc1ccc(CNC(=O)C2CCCN2C(=O)NC2CCCCC2)cc1 (stereo not given) | 11&18 | 0.2 | 0&-5 | 1 | 1 | -4 | -1 | -1 | 3
COc1cccc(CCc2nnc(CCC(=O)NCCc3cccc(C)n3)o2)c1 | 9 | 0.7 | 0 | -3 | -1 | -21 | -21 | 15 | 6
COc1c(C)cc(C(=O)C2CCCN(C(=O)c3ccc4[nH]ccc4c3)C2)cc1C (stereo not given) | 10 | -0.5 | -8 | -3 | 2 | -7 | -7 | 3 | 2
CCCC1CCC(=NNS(=O)(=O)c2ccc(C)c([N+](=O)[O-])c2)CC1 (stereo not given) | 3 | 1.6 | 15 | -4 | 6 | -16 | -1 | -3 | 6
Cc1oc(-c2cccc(Cl)c2)nc1CN1CCC(C(=O)N2CCN(c3ccccc3F)CC2)CC1 | 5 | -0.1 | -32 | 0 | -12 | 9 | -57 | -37 | 14
Cc1c(NC(=S)NC(=O)c2cc3ccccc3o2)c(=O)n(-c2ccccc2)n1C | 7 | 0.1 | 9 | -3 | 3 | -24 | 13 | -15 | 5
Cc1ccc(N2C(=O)CSC2c2cccnc2)c(Cl)c1 (stereo not given) | 2 | -0.6 | -13 | 5 | 5 | -5 | 8 | 17 | x
O=C(O)c1ccc(N2C(=O)/C(=C/C=C/c3ccccc3)SC2=S)cc1 | 13 | 15* | 80* | 1 | 8 | 0 | 10 | 15 | 2
C=CCc1c(C)nc2c(C)cccc2c1SC(=N)N | 12 | 0.8 | -12 | -3 | 7 | 11 | -3 | -6 | x

A section from further up, as a working copy:
SMILES | EP2 antag | S1P4 agonist | EP2 mod | eIF4E 4G PPI | p97 ATPase inh | S1P4 antag | NPY2 pot ag | NPY1 pot ag | NPY-Y1 antag
COC(=O)c1ccc(S(=O)(=O)N2CCCN(Cc3ccc(F)cc3)CC2)n1C | 5 | -0.3 | -52 | -5 | -2 | -8 | 15 | -1 | x
O=C(CSc1ncnc2ccccc12)NCc1ccc2c(c1)OCO2 | 13 | -2.0 | -7 | 0 | -3 | -3 | -14 | -11 | -2
COc1ccccc1C(=O)Nc1ccccc1C(=O)N1C(C)CCCC1C (stereo not given) | 5 | -2.4 | 11 | 2 | -1 | 14 | -3 | -6 | 3
CC(C)C(=O)Nc1ccc(NC(=O)c2ccccc2Cl)nc1 | 13 | 2.0 | -22 | -3 | 3 | -9 | 6 | 0 | 3
COc1ccccc1OCCCCN1CCN(C(c2ccccc2)c2ccccc2)CC1 | 6 | 1.1 | 21 | -3[fluorescence artefact?] | -10 | -25 | -28 | -34 | 5
COc1ccc(C)cc1NC(=O)CN1CCN(CC(=O)Nc2ccccc2F)CC1 | x | 0.7 | -19 | 5[fluorescence artefact?] | 1 | -8 | -1 | 26 | 0
Cc1nn(Cc2ccc(Cl)cc2)c(C)c1NC(=O)c1c(-c2ccccc2)noc1C | 10 | -1.4 | 13 | 3 | 0 | 3 | 6 | 10 | 0
Cc1cccc(NS(=O)(=O)c2ccc3c(c2)NC(=O)CC(=O)N3)c1 | 6 | 1.8 | 5 | 1 | 2 | -14 | -3 | 3 | 3
Cc1ccc(-c2nc3sc4c(c3c(=O)n2N)CCCC4)cc1 | 2 | -1.5 | 10 | 3 | 10 | -3 | 3 | -28 | 2
Cc1ccc(CNC(=O)Cn2cccc2C(=O)c2ccccc2)cc1 | 3 | -0.9 | 5 | 4 | -8 | 8 | -7 | -2 | 3
CSc1nc2cc(S(=O)(=O)N3CCCCC3)ccc2s1 | 5&17 | -1.1 | -8&13 | 2 | -1 | 11 | 12 | 2 | x

The listing continues:
SMILES | EP2 antag | S1P4 agonist | EP2 mod | eIF4E 4G PPI | p97 ATPase inh | S1P4 antag | NPY2 pot ag | NPY1 pot ag | NPY-Y1 antag
CC(C)CC(NC=C1C(=O)OC(C)(C)OC1=O)C(=O)O (stereo not given) | 10 | 0.4 | 10 | 0 | 1 | 1 | -3 | 14 | 2
CCNS(=O)(=O)c1ccc(NC(=S)NCc2ccco2)cc1 | 10 | -0.3 | -24 | 26 | 6 | -17 | 2 | 1 | 3
COC(=O)c1cc(NS(=O)(=O)c2cccc(Cl)c2)ccc1N1CCOCC1 | 9 | 0.0 | 6 | -1 | -7 | -2 | -3 | -22 | x
CCCCCCN=CC1=C(O)CC(C)(C)CC1=O | 16 | -1.4 | 15 | -9[fluorescence artefact?] | 1 | 1 | -1 | -7 | 11
COc1ccc(CC(=O)N/N=C/c2ccc(-c3ccc(F)cc3)o2)cc1OC | 8 | 1.0 | -34 | -3 | -6 | -2 | -25 | -8 | x
Cc1ccc(C)c(NC(=O)c2c(Cl)nc3ccccn23)c1 | 8 | 0.3 | 37 | 1 | -1 | -6 | -10 | -12 | 8
O=C(NCCNS(=O)(=O)c1ccccc1)N1CCOCC1 | 3 | 2.9 | 18 | 2[fluorescence artefact?] | 3 | -3 | -17 | 4 | 5
CCNC(=O)CCSc1nc2cc(Cl)ccc2o1 | 15 | 0.1 | -21 | 1 | 0 | -16 | 0 | -43 | -1
N#CCCN(C(=O)CSc1ccc2c(c1)OCCO2)c1ccc(F)cc1 | 17 | 2.0 | -16 | -4 | -1 | 20 | -11 | -13 | -1
c1csc(-c2nn3c(Cn4cnc5ccccc54)nnc3s2)c1 | 17 | -0.5 | 6 | 33* | 1 | -16 | 0 | -17 | 4
CS(=O)(=O)Nc1nc2n(n1)C(c1ccccc1)CC(c1ccccc1)N2 (stereo not given) | 7 | -0.3 | 14 | 2 | 3 | 4 | -22 | -6 | x
O=C1CNC(=O)/C(=C/c2ccco2)N1 | 2 | 2.0 | 7 | -1 | -4 | -17 | 8 | -1 | 9
COCC(C)n1c(SCC(=O)NCCC2=CCCCC2)nc2ccccc2c1=O (stereo not given) | 11 | -3.0 | 17 | -2 | -3 | 8 | -3 | 4 | 8
CCC(C)C(NC(=O)OC(C)(C)C)C(=O)NC(C(=O)NC(C)C(N)=O)C(C)C (stereo not given) | 3 | -0.7 | -16 | 0 | 2 | 22 | 0 | 5 | 0
CSc1nncn1/N=C/c1ccccc1F | 6 | 0.5 | 24 | 6 | -3 | -4 | -20 | -23 | -2
COc1ccc2c(c1)CCCN2C(N)=O | 9 | 1.2 | 24 | 3 | -5 | -14 | -9 | -25 | 2
Cn1c(=O)c2c(nc(CN3CCN(C(=O)c4ccco4)CC3)n2Cc2cccc(Cl)c2)n(C)c1=O | 7 | -0.4 | -16 | 15 | -1 | -4 | 18 | 15 | 1
COc1cc(CC(=O)OCC(=O)N2CC(=O)Nc3ccccc32)cc(OC)c1OC | 5 | -1.1 | 16 | 1 | 3 | 3 | -1 | 11 | -3
Cn1c(=O)oc2cc(S(=O)(=O)N3CCCC(C(=O)Nc4nccs4)C3)ccc21 (stereo not given) | x | 0.8 | -16 | -9 | -8 | -33 | 10 | -5 | -8
Clc1ccc(-c2nnnn2-c2ccc(Cl)cc2)cc1 | 7 | 0.5 | -43 | -5 | 3 | -10 | -2 | -14 | x
CCCCn1c(=O)[nH]c(=O)c2c1nc(COc1ccc(C#N)cc1)n2CCC | 5 | 0.9 | 23 | -6 | -6 | 5 | -12 | 2 | 3
COc1cc2c(c3oc(-c4ccccc4)cc(=O)c13)C=CC(C)(C)O2 | 50* | -0.3 | -12 | 1 | 0 | -3 | -16 | -24 | 16
O=C(COC(=O)c1ccccn1)Nc1nccs1 | 10&9 | 1.6 | -3&-15 | 3 | 3 | 3 | -7 | -1 | 0
CCn1c(=O)cc(N2CCCCC2)[nH]c1=O | 13 | 0.2 | 32 | 2[fluorescence artefact?] | 1 | -6 | -12 | 7 | 2
COc1cc(C(=O)NCc2ccc3[nH]c(C)cc3c2)cc(OC)c1OC | 3 | 1.7 | -63 | -3 | -2 | -14 | -2 | 5 | 3
Cc1ccc(NC(=O)CN(C)C(=O)Cn2ccsc2=N)cc1 | -1 | 1.5 | 28 | -3 | 5 | 2 | 16 | 20 | 5
CCOC(=O)c1cc2c(ccn2C)n1CC(=O)N1CCN(c2ccccc2OC)CC1 | 13 | 1.7 | 13 | -5 | 2 | -6 | 4 | 13 | 0
Cc1ccccc1-c1nc(CS(=O)(=O)CC(=O)N2CCc3ccccc3C2)c(C)o1 | 5 | -0.3 | -9 | -8 | 0 | -18 | -25 | -17 | 9
COc1ccc(/C=N/NC(=O)c2ccc(Cl)cc2)cc1Cn1cc(Cl)cn1 | 3 | 3.7 | 19 | 0 | 7 | 0 | -11 | -29 | -4
